Screens: PubChem, National Center for Advancing Translational Sciences (NCATS)
ALOX12 inh: inhibitors of human 12S-lipoxygenase ALOX12; purified 12hLO, xylenol orange hydroperoxide absorbance; hit rate 1.1% among 580,000; P18054; Potency, µM (doses to about 108 µM), for inactives: at the highest dose activity change, negative = inhibition, most hits filed as inhibitors; active means well fitted inhibition curve with a large enough effect; inconclusive means small, poorly fitted or top-dose-only effect, or another doubt; inactive means no such curve, though single readings can be large or run the other way
Target sequence (P18054 whole entry, looked up): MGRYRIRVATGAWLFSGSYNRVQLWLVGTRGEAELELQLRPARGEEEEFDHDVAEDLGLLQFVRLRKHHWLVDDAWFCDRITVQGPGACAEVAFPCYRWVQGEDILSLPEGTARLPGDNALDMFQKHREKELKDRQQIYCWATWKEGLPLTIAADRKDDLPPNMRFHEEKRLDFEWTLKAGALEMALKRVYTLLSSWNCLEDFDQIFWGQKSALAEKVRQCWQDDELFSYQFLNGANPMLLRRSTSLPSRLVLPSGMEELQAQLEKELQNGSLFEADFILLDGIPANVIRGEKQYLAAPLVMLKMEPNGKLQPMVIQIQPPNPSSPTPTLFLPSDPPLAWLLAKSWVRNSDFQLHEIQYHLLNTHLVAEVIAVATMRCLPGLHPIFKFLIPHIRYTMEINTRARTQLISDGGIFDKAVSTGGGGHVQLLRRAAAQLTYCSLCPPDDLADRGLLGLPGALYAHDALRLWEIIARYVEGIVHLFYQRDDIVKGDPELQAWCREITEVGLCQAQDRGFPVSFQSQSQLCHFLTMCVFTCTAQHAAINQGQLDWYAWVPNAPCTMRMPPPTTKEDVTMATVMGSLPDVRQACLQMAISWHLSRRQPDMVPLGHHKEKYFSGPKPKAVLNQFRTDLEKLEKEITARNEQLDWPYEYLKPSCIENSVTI
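Hydroperoxide product was detected by ferrous iron/xylenol orange as the 573 to 405 nm absorbance ratio. Arachidonic acid at 40 uM (final) was turned over for 30 min at room temperature by 150 nM human 12hLO, pH 7.0 Hepes buffer, after 15 min compound preincubation.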
Starred values were filed as active, the others as inactive; [ ] = dose if it differs, or a comment. On the % scale 0 is the no-effect control and ±100 the full control effect; potency means the concentration at half of the fitted maximal effect. These rows are one share of the data (hit frequency here may not be typical).

COc1cccc(C(=O)N2CCN(c3cc(-c4ccc(Cl)cc4)[nH]n3)CC2)c1OC was read as ALOX12 inh 6%.
For Cn1cc(CN2C[C@@H](F)[C@@H](OCc3nc4ncccc4[nH]3)C2)c2ccccc21 the results were ALOX12 inh 2%[176 µM].
`CN(CCNC(=O)c1cccnc1N1CC2CC(C1)[C@H]1CCCC(=O)N1C2)C1CCCCC1` (stereo partly specified) gave ALOX12 inh 152%[activator].
Cc1ccc(N2CCC(NC(=O)c3ccccc3F)C2=O)cc1 (stereo unspecified) was read as ALOX12 inh 20%.
Screening NC(=O)[C@@H]1C[C@H](Oc2cccnc2)CN1C(=O)CC1CCCCC1 returned ALOX12 inh 40%[activator].
CN(C)C[C@@H]1CN(C2CCOCC2)C[C@H]1NC(=O)c1ccc2cc[nH]c2c1 was read as ALOX12 inh 44%[activator].
Screening CN(C)c1nc(-c2ccncc2)nc2c1CCN(C(=O)c1ccc(=O)[nH]c1)C2 returned ALOX12 inh 2%.
For COc1ccccc1N1CCN(CC[C@@H]2CC[C@H](O)[C@@H](C(=O)NC3CCCCC3)O2)CC1 the results were ALOX12 inh 5%.
O=C(Cc1ccccc1)N1CCC2(CCCN(C3CCOCC3)C2=O)C1 (stereo unspecified) was read as ALOX12 inh 57%[activator].
Screening CC(O)=C(C#N)C(=O)Nc1ccc(C(F)(F)F)cc1 returned ALOX12 inh 13%[57.4 µM].
Cc1noc([C@H]2CCN(Cc3cccs3)C[C@H]2NC(=O)C2CC2)n1 was read as ALOX12 inh 47%[activator].
Screening CN(C)c1ccc(NC(=O)Cn2cccc2-c2nc(-c3ccccc3)no2)cc1 returned ALOX12 inh inconclusive.
CO[C@H]1C(=O)N(C2CCN(C(=O)c3ccc4[nH]ccc4c3)CC2)[C@H]1c1ccncc1 was read as ALOX12 inh 41%[activator].
Screening COC[C@@H]1CN(Cc2cc(Cl)ccc2F)C[C@H]1C(N)=O returned ALOX12 inh 6%.
COc1ccccc1CN1CC[C@@H]2CN(S(C)(=O)=O)[C@@H]2C1 was read as ALOX12 inh 21%.
`CC(C)c1noc(CN2CCCC(c3nccn3Cc3ccccc3)C2)n1` (stereo unspecified) gave ALOX12 inh 64%[activator].
`O=C(N[C@H]1CCN2C(=O)c3cc(-c4cccc(C(F)(F)F)c4)ccc3NC(=O)[C@@H]2C1)c1cnccn1` gave ALOX12 inh 6%.
For CC1(C(=O)N2CCN(c3ccccn3)CC2)CCCCC(=O)N1 (stereo unspecified) the results were ALOX12 inh 14%.
COC[C@H]1C[C@@H](NC(=O)c2cc(C)n(C)n2)[C@H](O)[C@@H]1O was read as ALOX12 inh 15%[176 µM].
`Cc1cc(C)cc(C(=O)N2CCC(n3cc(-c4nc(-c5ccccc5)no4)nn3)C2)c1` (stereo unspecified) gave ALOX12 inh -13%.
CNC(=O)N1CCC(C2CCN(C3CCN(CCc4ccccc4)CC3)C2)CC1 (stereo unspecified) was read as ALOX12 inh 180%[activator].
Screening CN(C)C[C@@H]1CN(C2CCOCC2)C[C@H]1N returned ALOX12 inh 179%[activator].
Screening COc1ccc(C(=O)N2CCCn3cncc3C2)c(OC)c1OC returned ALOX12 inh -5%.
For Cc1ccc(C(=O)N2C(C(=O)N3CCOCC3)COC23CCN(C(=O)c2ccccc2C)CC3)cc1 (stereo unspecified) the results were ALOX12 inh 14%.
Cc1nccn1CCC1CCN(c2nccc(-c3ccccn3)n2)CC1 was read as ALOX12 inh 23%.
Screening Cc1cc(C(F)(F)F)nn1CC(=O)NCC1Cn2cccc2CN1Cc1ccccc1 (stereo unspecified) returned ALOX12 inh 205%[activator].
For CCC(C(=O)Nc1ccc2ncnc(N3CCCC3)c2c1)c1ccccc1 (stereo unspecified) the results were ALOX12 inh 11%.
For NC(=O)c1ncn([C@@H]2O[C@H](C(=O)N3CCN(Cc4ccccn4)CC3)[C@@H](O)[C@H]2O)n1 the results were ALOX12 inh 1%.
For O=c1n(-c2ccc(F)cc2F)nc2n1CCN(Cc1cccc3ccccc13)C2 the results were ALOX12 inh 28µM*.
Cn1cc(CNC(=O)C[C@@H]2C[C@H]3O[C@H](CNCc4cnccc4C(F)(F)F)[C@@H](O)[C@H]3O2)cn1 was read as ALOX12 inh inconclusive.
Screening CCC(=O)N(C1CCOCC1)C1CCN(Cc2cccc(Br)c2)CC1 returned ALOX12 inh 19%.
Screening COc1ccccc1C(=O)N1CCC(CCOc2ccncc2)C1 (stereo unspecified) returned ALOX12 inh 0%.
Screening CNC(=O)c1noc2c1CN(CC1(O)CNCCOC1)CC2 (stereo unspecified) returned ALOX12 inh inconclusive.
COc1ccc(C(=O)c2[nH]c(N)c(C(=O)c3c[nH]c4ccccc34)c2-c2ccc(F)c(OC)c2)cc1 was read as ALOX12 inh -20%.
For O=C(c1ccc(Cl)cc1)N1CCNc2cnc(Nc3cccc(C(F)(F)F)c3)nc2C1 the results were ALOX12 inh inconclusive.
`Cc1nc2n(c1C(=O)Nc1cccc(Cl)c1C)CCC(Nc1ccc(F)cc1)C2` (stereo unspecified) gave ALOX12 inh -5%[176 µM].
Cc1ccc(NC(=O)c2cc3n(n2)CC(c2ccc(Cl)cc2)OC3)cc1F (stereo unspecified) was read as ALOX12 inh 5%.
Screening Cc1ccc(C)c(NC(=O)Cn2c(=O)c(-c3noc(C)n3)c3n(c2=O)CCCC3)c1 returned ALOX12 inh 26%.
Cc1cc(Br)ccc1NC(=O)Cn1nc2c(cc1=O)CCCCC2 was read as ALOX12 inh 81%[activator].
Screening COc1ccccc1CNC(=O)c1c(C)sc2ccn(Cc3ccc(F)cc3)c(=O)c12 returned ALOX12 inh inconclusive.
For COc1ccc(-c2cc(-c3cccc(O)c3)cn3cncc23)cc1 the results were ALOX12 inh 16µM*.
Screening Cn1c(C(=O)N2CCC(N3CCCCC3)CC2)cc2c1CCN(Cc1cccc(F)c1)C2 returned ALOX12 inh 35%[activator].
For O=C(Cn1c2c(c(=O)n1Cc1ccccc1)CCN(Cc1ccccc1)C2)NCc1cccc(Cl)c1 the results were ALOX12 inh 5%.
For COc1ccc(-c2nc(C)nc3c2CCN(CC2CCCCC2)CC3)cc1 the results were ALOX12 inh 29%.
Screening CNC(=O)[C@@H]1C[C@@H](O)CN1C1CCN(C(=O)CC2CCCCC2)CC1 returned ALOX12 inh 18%.
Cn1c2c(c3cc(F)ccc31)CN(C(=O)Nc1ccc(Cl)cc1)CC2 was read as ALOX12 inh inconclusive.
`Cc1nc2cc(N3CCCC(C(=O)NCc4ccc(N(C)C)cc4)C3)cnc2nc1C` (stereo unspecified) gave ALOX12 inh -26%.
CC(=O)Nc1ccc(NC(=O)CN2C(=O)NC3(CCC(C(C)(C)C)CC3)C2=O)cc1 (stereo unspecified) was read as ALOX12 inh -14%.
For C[C@]1(CO)[C@H]2Cc3sc(NC(=O)c4c(F)cccc4F)nc3[C@@H](CC(=O)NCc3ccccc3)[C@]2(C)CC[C@H]1O the results were ALOX12 inh inconclusive.
Screening CCC(c1ccccc1)N1Cc2cc(NS(=O)(=O)c3ccc(F)cc3)ccc2OC(C)C1=O (stereo unspecified) returned ALOX12 inh inconclusive.
Screening CN(C)c1ccc(CN2CCCC(COc3ccccc3C(=O)N3CCCC3)C2)cc1 (stereo unspecified) returned ALOX12 inh 21%.
COCc1nc(C2CCN(C(=O)c3ccn[nH]3)C2)no1 (stereo unspecified) was read as ALOX12 inh 34%.
For COC[C@@H]1CN(Cc2cccc(OC)n2)C[C@H]1C(N)=O the results were ALOX12 inh 37%.
Screening CN(C)c1cccc(C(=O)N2CCC3(CC2)NC(=O)N(c2ccccc2)N3)c1 returned ALOX12 inh inconclusive.
CCCS(=O)(=O)N[C@@H]1CN(C)C[C@H]1CN(C)C was read as ALOX12 inh 75%[activator].
Screening Cc1nnc([C@H]2CCN(c3ccc(C#N)cn3)C2)o1 returned ALOX12 inh -12%[176 µM].
`CNC(=O)c1cc(Nc2cccc(N(C)C)c2)cc2c1OCCN2Cc1cccnc1` gave ALOX12 inh -18%[176 µM].
CS(=O)(=O)N1CCOc2ccc(CCC(=O)NCC3CC3)cc2C1 was read as ALOX12 inh 5%.
O=C(COc1ccc(F)cc1)N1CCC(c2n[nH]c(=O)n2-c2ccccc2)CC1 was read as ALOX12 inh 6%.
For Cc1cnc(C(=O)N[C@@H]2CCC[C@@H]2C(=O)N2CCN(c3cccc(C)c3C)CC2)cn1 the results were ALOX12 inh 0%.
For O=C(NCCc1ccc(Cl)cc1)c1nc(-c2ccc(Cl)cc2Cl)c2cnccn12 the results were ALOX12 inh 5%[6.33 µM].
COc1ncccc1-c1cnc2[nH]cc(CC(=O)N(C)Cc3ccccc3)c2c1 was read as ALOX12 inh 21%[176 µM].
For O=C1COc2ccc(-c3cc(F)cc(F)c3)nc2CN1Cc1ccccc1 the results were ALOX12 inh 0%[176 µM].
For c1cc(Cn2ccc3c(N4CCOCC4)nc(-c4ccc5cn[nH]c5c4)cc32)ccn1 the results were ALOX12 inh 17%[176 µM].
Screening Cc1nc(-c2ccc(F)cc2)n(Cc2nc(-c3ccccc3)oc2C)c(=O)c1CCO returned ALOX12 inh 27%.
`CCOc1ccc(NC(=O)c2ccc3c(c2)N(C)C2CCCN2C3=O)cc1` (stereo unspecified) gave ALOX12 inh 26%.
Screening COCc1nc(C2CC(=O)N(C3CCCCC3)C2)no1 (stereo unspecified) returned ALOX12 inh 66%[activator].
CNC(=O)N1CCC(C2CCN(C(=O)c3cc(OC)cc(OC)c3)C2)CC1 (stereo unspecified) was read as ALOX12 inh 11%.
Screening Clc1ccc(C2Cn3nnc(-c4nc(-c5ccccc5Br)no4)c3CO2)cc1 (stereo unspecified) returned ALOX12 inh 41%[activator].
For CCCNC(=O)N1CCCC(c2nc(CCOCC3CC3)no2)C1 (stereo unspecified) the results were ALOX12 inh 15%.
Cc1ccc(C)c(-n2nc(-c3c(C)nc4scc(CC(=O)NC5CCCCC5)n4c3=O)cc2C)c1 was read as ALOX12 inh 2%.
`FC1(c2nc(-c3ccccc3)no2)CCN(C2CCOCC2)CC1` gave ALOX12 inh 8%.
Screening O=C(c1ccccc1F)N1CCC(N2C(=O)C(O)C23CCCCC3)CC1 (stereo unspecified) returned ALOX12 inh 4%.
`O=C(Cc1ccsc1)NCc1nnc2ccc(-c3ccccc3)nn12` gave ALOX12 inh 17%.
For CS(=O)(=O)Nc1ccc(C2(C(=O)NCc3ccc(F)cc3Cl)CCCCC2)cc1 the results were ALOX12 inh -14%.
`CC(=O)N1CCn2ncc(C(=O)N3CCOCC3)c2C1` gave ALOX12 inh -1%[12.5 µM].
Screening Cc1noc(C)c1-c1cc2c(cc(C)n2C)c(-c2cccnc2)n1 returned ALOX12 inh -13%[176 µM].
Screening Nc1nc(-c2cccc(CN3CCOCC3)c2)cc(N2CCCC2)n1 returned ALOX12 inh 28%.
`Cc1cccnc1N=O` gave ALOX12 inh -15%.
For O=C(NCc1cc2n(n1)CCN(C1CCCCC1)C2)c1noc2c1CCCC2 the results were ALOX12 inh 74%[activator].
Screening O=C1c2ccccc2NC(c2cc(Cl)cc(Cl)c2O)N1CCc1ccccn1 (stereo unspecified) returned ALOX12 inh inconclusive.
O=C1NCN(Cc2ccc(Cl)cc2)C12CCN(Cc1ccsc1)CC2 was read as ALOX12 inh 58%[activator].
For CCOc1ccccc1CN1CCc2nc(N3CCN(C)CC3)[nH]c(=O)c2CC1 the results were ALOX12 inh 13%.
CC(=O)NC1(C)CCCN(Cc2cccc(-c3c(C)noc3C)c2)C1 (stereo unspecified) was read as ALOX12 inh 40µM*.
O=C(COc1ccc(F)cc1)N1CC2CC(C1)[C@H]1CCCC(=O)N1C2 (stereo partly specified) was read as ALOX12 inh 18%.
`COc1ccccc1CN1C[C@@H]2C(C(=O)NCc3ccccc3)=NO[C@@H]2C1` gave ALOX12 inh 6%[176 µM].
Screening CO[C@H]1C(=O)N(C(C)C)[C@H]1C1CCN(C(=O)C2CC2)CC1 returned ALOX12 inh 9%.
`CCCN1C(=O)CCc2cc(NC(=O)c3cccc(N(C)C)c3)ccc21` gave ALOX12 inh 3%.
Screening COCCNC(=O)[C@@H]1CCC[C@@H](NCc2ccc(F)cc2)CN(C)C(=O)C1 returned ALOX12 inh -24%[176 µM].
`O=C1c2cnc(-c3cccc(CO)c3)nc2OCCN1Cc1ccccc1` gave ALOX12 inh -1%[176 µM].
CC(C)CNC(=O)c1ccnc(-c2nnc3ccc(Nc4ccccc4)nn23)c1 was read as ALOX12 inh 7%[176 µM].
Screening COc1cc(OC)cc(C(=O)N2CCc3cn(C)c4cccc(c34)C2)c1 returned ALOX12 inh -8%.
